mIAP inh: blocks mouse intestinal alkaline phosphatase | inhibition, % at 10 µM | AID 2806 | 330,000 compounds, 0.2% hits | purified mouse IAP, CDP-Star luminescence, 30 min;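 active means inhibition of at least 40% at 10 µM in the primary screen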;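 further: plate controls were DMSO with enzyme for no effect and no enzyme wells for full effect; values of inactives mirror those of a sister screen read the other way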
hIAP activ: human IAP activation. P09923. purified human IAP, CDP-Star luminescence, 30 min; active compounds read high; 1 = vehicle-only enzyme, 0 = enzyme-free background. activation factor at 10 µM. 330,000 compounds, 0.16% hits. AID 2524;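 active means activation factor of the enzyme at least 2-fold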; further: the source names both 10 and 20 µM as test concentration; values of inactives mirror those of a sister screen read the other way
mIAP act: increases mouse intestinal alkaline phosphatase activity; muIAP, CDP-Star luminescence, 30 min; active compounds read high; 1 = vehicle-only enzyme signal, 0 = enzyme-free wells; activation factor at 10 µM; 330,000 compounds, 0.24% hits;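 active means activation factor of at least 2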; further: the source names both 10 and 20 µM as test concentration; values of inactives mirror those of a sister screen read the other way
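System: mouse IAP enzyme. Reagent: CDP-Star chemiluminescent phosphatase substrate. Benchmarks: DMSO wells, no-enzyme wells. Times: 30 min enzyme-substrate-compound incubation at room temperature. Detection: luminescence from enzymatic CDP-Star hydrolysis. Doses: test compounds delivered from DMSO solution.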
A3G deaminase: inhibitors of human APOBEC3G DNA deaminase | Q9HC16 | recombinant A3G, ssDNA deamination FAM/TAMRA fluorescence | inhibition, % at 20 µM | 330,000 compounds, 0.28% hits;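 active means inhibition of at least 40% at 20 µM, with no more than 30% in the related APOBEC3A deaminase screen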;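 further: plate controls were DMSO wells with A3G for no effect and wells lacking A3G enzyme for full effect; some compounds called inactive have numbers as strong as hits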
Target sequence (Q9HC16 whole entry, looked up): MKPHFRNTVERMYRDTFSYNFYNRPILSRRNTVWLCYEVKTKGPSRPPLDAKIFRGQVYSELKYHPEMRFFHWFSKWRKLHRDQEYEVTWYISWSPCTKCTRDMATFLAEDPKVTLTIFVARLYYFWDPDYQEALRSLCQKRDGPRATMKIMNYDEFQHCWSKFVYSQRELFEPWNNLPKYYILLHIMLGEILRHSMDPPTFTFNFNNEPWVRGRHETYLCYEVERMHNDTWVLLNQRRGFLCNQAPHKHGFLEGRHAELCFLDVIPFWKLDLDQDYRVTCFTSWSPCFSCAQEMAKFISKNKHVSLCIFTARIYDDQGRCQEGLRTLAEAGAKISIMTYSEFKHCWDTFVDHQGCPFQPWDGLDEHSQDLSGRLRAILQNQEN
hIAP block: blocks human intestinal alkaline phosphatase; AID 2544; P09923; inhibition, % at 10 µM; 330,000 compounds, 0.12% hits; purified IAP, CDP-Star luminescence, 30 min;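 active means inhibition reaching a set limit with compound at 10 µM in the primary screen, cut at about 35% in these data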;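 further: plate controls were DMSO wells with enzyme for no effect and no-enzyme buffer wells for full effect; values of inactives mirror those of a sister screen read the other way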
MIN6 prolif: induces beta-cell replication in MIN6 cells; MIN6 cells proliferation, ATPlite luminescence, 48 h; cells starved in 0.2% serum; 100% = growth in 10% serum; proliferation, % at 10 µM; 330,000 compounds, 0.29% hits; AID 2380;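 active means compounds whose signal lies at least 3.5 SD above the mean of all wells on their plate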;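 further: 0% = DMSO-treated cells in low-serum medium and 100% = 10% serum control; some compounds called inactive have numbers as strong as hits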
SENP1 inh: blocks the human SENP1 SUMO protease catalytic domain. Q9P0U3. recombinant SENP1 catalytic domain, CyPet-SUMO1-YPet FRET cleavage. inhibition, % at 10 µM. 360,000 compounds, 0.21% hits;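 active means inhibition at least 30% at 10 µM, raw YFP signal under a set limit, fluorescence ratio 0.5 to 1.5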;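 further: 0% = enzyme with DMSO and 100% = no enzyme wells; some results filed as inactive read as strong as hits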
Target sequence (Q9P0U3 419-644 limits assumed): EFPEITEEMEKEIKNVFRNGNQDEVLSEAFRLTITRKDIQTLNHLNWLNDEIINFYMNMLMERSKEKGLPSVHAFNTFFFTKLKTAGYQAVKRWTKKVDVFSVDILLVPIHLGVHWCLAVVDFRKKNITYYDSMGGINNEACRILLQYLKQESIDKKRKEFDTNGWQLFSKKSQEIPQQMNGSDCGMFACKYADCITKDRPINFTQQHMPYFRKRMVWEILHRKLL
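Controls: no-enzyme wells low, DMSO-plus-enzyme wells high control. Test system: human recombinant His6-tagged SENP1 catalytic domain enzyme. Reagent: SFCypet-SUMO1-SFYpet FRET protein substrate, 25 nM final. Doses: one dose per compound, 10 µM, 0.5% DMSO. Detection: FRET, CFP and YFP emission. Timing: 50 min reaction at room temperature.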
APOBEC3A inh: inhibitors of human APOBEC3A DNA deaminase | P31941 | recombinant A3A, FAM/TAMRA ssDNA deamination fluorescence | inhibition, % at 20 µM | 330,000 compounds, 0.41% hits | AID 493011;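 active means at least 40% inhibition at 20 µM here, with at most 30% in a related deaminase screen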;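 further: plate controls were A3A with DMSO for no effect and wells lacking A3A enzyme for full effect; some results filed as inactive read as strong as hits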
Target sequence (P31941 whole entry, looked up): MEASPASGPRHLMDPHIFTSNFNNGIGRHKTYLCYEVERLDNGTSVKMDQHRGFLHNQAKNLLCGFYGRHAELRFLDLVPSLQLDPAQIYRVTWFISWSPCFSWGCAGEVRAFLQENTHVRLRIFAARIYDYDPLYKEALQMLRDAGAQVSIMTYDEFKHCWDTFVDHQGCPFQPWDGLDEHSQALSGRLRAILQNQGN
NLRP3 yeast inh: NALP3 inhibition in yeast. inhibition, % at 10 µM. 330,000 compounds, 0.39% hits. Yeast reconstituted NLRP3/ASC/caspase-1, beta-gal luminescence, 24 h;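 active means inhibition of 50% or more; inactive means inhibition below 50%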;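 further: plate controls were induced DMSO wells for no effect and uninduced yeast grown without galactose for full effect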
* = called active by the depositor; . = not tested or not shown. These rows are one share of the data; count on the stated rates, not on these rows.

Molecule	hIAP activ	mIAP inh	SENP1 inh	A3G deaminase	hIAP block	APOBEC3A inh	MIN6 prolif	NLRP3 yeast inh	mIAP act
Fc1ccccc1NC(=S)Nc1ccc(CN2CCOCC2)cc1	0.93	6	-2	-4	7	-3	1	10	0.94
Cc1ccc(OCC(=O)NNC(=O)C2CCN(c3nc(C)cc(C)n3)CC2)cc1	0.69	4	0	-4	31	0	-1	-6	0.96
COc1ccccc1C(=O)NCC(=O)Nc1ccc2c(c1)CCC2	0.82	-5	0	7	18	2	-4	11	1.1
Cn1cccc1C(=O)OCC(=O)Nc1cc(C(C)(C)C)nn1-c1ccccc1	1.2	-6	0	-4	-16	-4	-2	2	1.1
CC(=O)Nc1cccc(C(=O)Nc2cccnc2)c1	1.1	-3	1	20	-13	29	-3	2	1
CCC(=O)NC(=S)NNC(=O)c1ccc(OC)cc1	1.7	10	2	9	-74	-2	2	9	0.9
Cc1nnc(SCC(=O)c2ccc(Cl)cc2)n(N)c1=O	1.1	1	-173	15	-12	-9	-2	10	0.99
CC1CC(C)CN(CC(O)COCCOc2ccc(Br)cc2)C1 (configuration not stated)	1	9	1	-2	-1	-2	0	15	0.91
CN1CCC(=C2c3ccccc3C(O)c3ccccc32)CC1 (configuration not stated)	1.1	-9	1	-8	-10	-3	-4	8	1.1
CCCCCn1nc(C(=O)N2CCc3ccccc32)c2ccccc2c1=O	0.84	10	-1	-3	16	-2	-2	4	0.9

(continued)
Molecule	hIAP activ	mIAP inh	SENP1 inh	A3G deaminase	hIAP block	APOBEC3A inh	MIN6 prolif	NLRP3 yeast inh	mIAP act
COC(=O)c1ccc(NC(=O)c2sc3nc(-c4ccccc4)cn3c2C)cc1	1.3	-8	2	-5	-27	-2	-2	11	1.1
CCOC(=O)CSc1nc2ccc(C)cc2n2cnnc12	1.1	18	1	1	-6	1	-3	-2	0.82
Cc1c([C@H]2[C@@H](CC#N)C2(C)C)c2ccccc2n1C	0.97	7	-3	-2	3	-1	3	4	0.93
Clc1ccc(CNc2ccc(N3CCN(Cc4ccccc4)CC3)cc2)cc1	1.2	6	0	-1	-19	-8	-4	21	0.94
O=C(c1ccccc1)N1CCC(c2nc(-c3ccc(S(=O)(=O)NCC4CCCO4)cc3)no2)CC1 (configuration not stated)	1.1	-1	0	1	-13	1	-3	15	1
COc1ccc2cc(C(C)C(=O)OC(C)C)ccc2c1 (configuration not stated)	1	9	1	-8	-4	1	-1	6	0.91
CC(=O)NC1=NC(=O)/C(=C/N2CCCCC2)S1	0.9	19	-3	3	10	3	1	-1	0.81
Cc1nn(Cc2ccc(F)cc2)c(C)c1NC(=O)c1noc2c1CCCCC2	0.87	6	1	-2	13	4	-5	4	0.94
C[N+]1(CC(O)COCC2COc3ccccc3O2)CCOCC1 (configuration not stated)	1	-6	3	12	-4	86*	1	8	1.1
Cc1c(OCC(=O)NCC2CCC(C(=O)NCCCO)CC2)ccc2c(-c3ccccc3)cc(=O)oc12 (configuration not stated)	1	1	0	-1	-2	-2	-3	2	0.99

New compounds follow.
Molecule	hIAP activ	mIAP inh	SENP1 inh	A3G deaminase	hIAP block	APOBEC3A inh	MIN6 prolif	NLRP3 yeast inh	mIAP act
CCOc1cc(CNCCCN2CCOCC2)ccc1OCC(=O)NC(C)(C)C	0.96	3	-1	-5	4	-3	-3	7	0.97
COc1ccccc1CNC(=O)C1CCC(CNS(=O)(=O)c2ccc(F)cc2)CC1 (configuration not stated)	1.1	-1	1	-3	-8	1	-2	2	1
Cc1cccc(C(=O)OC(C)C(=O)N2CCN(Cc3ccccc3)CC2)c1 (configuration not stated)	1.2	4	-2	-5	-16	1	0	8	0.96
CC(=O)c1ccc(N2CCN(C(=O)Cc3cccs3)CC2)cc1	1.1	-1	-4	-4	-13	-7	-4	15	1
N/C(=N\OC(=O)c1cccs1)c1cccc(Br)c1	0.8	9	1	-4	20	-4	-5	5	0.91
COc1ccc(-n2nc(C(=O)NCC(=O)NCCCN3CC(C)CC(C)C3)c3ccccc3c2=O)cc1Cl (configuration not stated)	0.88	3	2	-3	12	3	0	7	0.97
COc1ccccc1CC(NC(C)=O)C(=O)NC1CCN(C(=O)Nc2ccccc2F)CC1 (configuration not stated)	0.96	-2	1	-8	4	-5	0	14	1
CC(C)c1ccc(CNc2nc3nc4c(c(=O)n3[nH]2)CCC4)cc1	1.1	3	3	-8	-8	-2	0	-6	0.97
COc1ccc(C2CC(c3ccccc3C(F)(F)F)=NN2c2ccc(S(N)(=O)=O)cc2)cc1 (configuration not stated)	.	-123	-27	3	.	5	.	.	2.2*
O=C(/C=C/c1ccc2c(c1)OCO2)NCCSCc1ccc(Cl)cc1	1.1	2	4	-1	-11	-1	-1	34	0.98

(more compounds)
Molecule	hIAP activ	mIAP inh	SENP1 inh	A3G deaminase	hIAP block	APOBEC3A inh	MIN6 prolif	NLRP3 yeast inh	mIAP act
Cc1cccc(Oc2c([N+](=O)[O-])c(=O)n(C)c3ccccc23)c1	0.96	1	-12	15	4	10	-3	4	0.99
COC(=O)C1CCN(C(=O)CCCOc2ccccc2)CC1	0.91	2	1	-1	9	-1	0	23	0.98
COC(=O)c1cc2occc2n1Cc1nc(-c2ccccc2F)oc1C	0.92	6	-2	-4	8	-2	-1	-6	0.94
CC(=O)Nc1cccc(NC(=O)Nc2cccc(F)c2)c1	0.92	-9	1	-5	8	-1	-1	5	1.1
CCOc1ccc2nc(NC(=S)N(C)C)sc2c1	0.92	2	0	47*	8	-2	-3	36	0.98
COCCN1C(=O)C(=O)/C(=C(/O)c2ccc(S(=O)(=O)N3CCOCC3)cc2)C1c1ccc(O)c(OC)c1 (configuration not stated)	1.2	-3	4	-1	-21	-1	-2	-1	1
CCN1CCN(S(=O)(=O)c2cccc(S(=O)(=O)N3CCOCC3)c2)CC1	0.96	-3	0	-3	4	-1	-4	-1	1
CN(C)c1ccc(C(=O)c2ccccc2)cc1	0.99	14	3	-5	1	0	-2	32	0.86
COc1ccc(NC(=S)N2CCN(Cc3ccccc3)CC2)c(OC)c1	1	4	2	-7	-4	-3	1	21	0.96
COc1ccc(/C(N)=N/OC(=O)CSc2ccc(C)cc2)cc1OC	0.94	0	1	-2	6	-6	1	10	1

Following part
Molecule	hIAP activ	mIAP inh	SENP1 inh	A3G deaminase	hIAP block	APOBEC3A inh	MIN6 prolif	NLRP3 yeast inh	mIAP act
CCCCn1c(SCC(=O)c2ccc3c(c2)NC(=O)CO3)nc2cc(S(N)(=O)=O)ccc21	1.2	10	-2	-4	-25	-8	-2	-7	0.9
CC(=O)N(C)C(c1ccc(N(C)C)cc1)c1nnnn1-c1c(C)cccc1C (configuration not stated)	0.95	7	2	-1	4	2	0	-2	0.93
CCOC(=O)C(NCc1ccc2c(c1)OCO2)(NC(=O)CC)C(F)(F)F (configuration not stated)	0.85	-4	-1	-2	15	-1	0	-3	1
O=[N+]([O-])c1ccc(COc2cccc(CNc3ccc(F)cc3)c2)cc1	1	8	0	1	-1	2	0	27	0.92
COc1ccc(C2C(C(=O)Nc3ccc(F)cc3)=C(C)Nc3nc(CCCO)nn32)cc1 (configuration not stated)	1.4	-13	2	-14	-39	-1	-1	10	1.1
CC1CCCN(C(=O)Cn2c(-c3nonc3N)nc3ccccc32)C1 (configuration not stated)	1.5	2	-12	-3	-49	0	-3	7	0.98
CCOc1cc(NC(=S)NCC2CCCO2)c(OCC)cc1NC(=O)CC (configuration not stated)	1.1	-6	2	-5	-15	-4	1	28	1.1
CS(=O)(=O)NCCSCc1c(Cl)cccc1Cl	0.95	5	0	-9	5	-2	-1	-2	0.95
CS(=O)(=O)c1cc([N+](=O)[O-])c(Sc2nc3ccccc3[nH]2)c([N+](=O)[O-])c1	1.1	0	3	19	-5	-4	-6	23	1
CCCn1c(=NC(=O)c2c(-c3c(F)cccc3Cl)noc2C)c(C(=O)OCC)cc2c(=O)n3ccccc3nc21	0.92	16	.	-3	8	0	-3	31	0.84

Carrying on.
Molecule	hIAP activ	mIAP inh	SENP1 inh	A3G deaminase	hIAP block	APOBEC3A inh	MIN6 prolif	NLRP3 yeast inh	mIAP act
c1ccc2cc(Sc3ncnc4c3oc3ccccc34)ccc2c1	0.94	9	3	0	6	5	-4	-8	0.91
CCCCSc1c(C)c2cc3c(cc2[nH]c1=O)OCO3	0.92	1	1	-5	8	-3	-2	25	0.99
COc1ccccc1-n1ccnc1SCC(=O)NCC1CCCO1 (configuration not stated)	0.98	-2	1	-2	2	-2	-2	3	1
CC[C@H]1OC(=O)[C@H](C)[C@@H](O[C@H]2C[C@@](C)(OC)[C@@H](O)[C@H](C)O2)[C@H](C)[C@@H](O[C@@H]2O[C@H](C)C[C@H](N(C)C)[C@H]2O)[C@](C)(O)C[C@@H](C)C(=NOCOCCOC)[C@H](C)[C@@H](O)[C@]1(C)O	1.1	3	-3	-5	-8	1	-6	24	0.97
Cc1nc2ccccc2c(=O)n1NC(=O)c1ccc(F)cc1Cl	0.74	-6	2	0	26	-4	-1	9	1.1
O=C(CCn1cnc2ccccc2c1=O)Nc1nc(-c2ccc(Br)cc2)cs1	1.1	2	0	1	-13	13	0	16	0.98
Cc1cccc(C(=O)NCC(=O)OCC(=O)NC2CCCCCCC2)c1	0.96	-4	-1	-4	4	0	-5	7	1
CCc1ccc(NC(=O)CSc2nncn2-c2cccnc2)cc1	1.1	-2	-6	-11	-6	0	1	16	1
CCOc1ccc(/C=C2\CCc3ccccc3C2=O)cc1	0.94	8	-3	-6	6	-1	-4	32	0.92
CCN(CC)S(=O)(=O)c1cccc(C(=O)N[C@H](C(=O)O)C(C)C)c1	1	4	0	3	0	2	-3	-8	0.96

New compounds follow:
Molecule	hIAP activ	mIAP inh	SENP1 inh	A3G deaminase	hIAP block	APOBEC3A inh	MIN6 prolif	NLRP3 yeast inh	mIAP act
Oc1cccc(C2c3[nH]c4ccccc4c3CCN2Cc2cnn(-c3ccccc3)c2)c1 (configuration not stated)	0.92	-14	-36	-7	8	-1	-5	-2	1.1
O=c1ncn(-c2cccc(F)c2)c2ncccc12	1	1	2	-2	-2	1	3	11	0.99
O=C(O)c1cc2c([nH]c1=O)CCCC2	1	7	-1	-3	0	-1	0	10	0.93
N#Cc1cc2cc3c(cc2nc1SCC(=O)N1CCOCC1)OCO3	1	2	-19	-2	-1	3	-2	20	0.98
Cc1ccc(S(=O)(=O)NC(=O)c2ccc(-c3ccc(-c4ccccc4)cc3)o2)c(C)c1	1	4	.	-2	-1	5	-8	-5	0.96
COc1ccccc1C(=O)NC1CCCc2ccccc21 (configuration not stated)	1.1	-5	0	-5	-5	-3	0	1	1.1
Cn1c(=O)c(=O)n(C)c2cc(S(=O)(=O)CCC(=O)N3CCCCC3)ccc21	0.92	6	0	-7	8	-6	0	-2	0.94
COC(=O)c1c(NC(=O)c2ccco2)sc(C)c1C	0.79	-2	0	-5	21	-1	-1	14	1

Entries listed above shown as hits in mIAP act.
SMILES,hIAP activ,mIAP inh,SENP1 inh,A3G deaminase,hIAP block,APOBEC3A inh,NLRP3 yeast inh,mIAP act
COc1ccc(C2CC(c3ccccc3C(F)(F)F)=NN2c2ccc(S(N)(=O)=O)cc2)cc1 (configuration not stated),.,-123,-27,3,.,5,.,2.2*

From PubChem
